# APOBEC3G inh – blocks human APOBEC3G single-stranded DNA deamination | Q9HC16 | recombinant A3G, ssDNA deamination FAM/TAMRA fluorescence | inhibition, % at 20 µM | hit rate 0.28% among 330,000;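 active = inhibition of at least 40% at 20 µM, with no more than 30% in the related APOBEC3A deaminase screen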;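 note: plate controls were DMSO wells with A3G for no effect and wells lacking A3G enzyme for full effect; some compounds called inactive have numbers as strong as hits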
# SENP8 block-1 – inhibitors of human SENP8 protease; AID 602440; hit rate 0.64% among 360,000; inhibition, % at 20 µM; recombinant SENP8, Nedd8 substrate fluorescence; Q96LD8; in the data active = inhibition mostly above about 40%, no sharp cut-off; inactive = mostly below about 27%
# Target sequence (Q96LD8 whole entry, looked up): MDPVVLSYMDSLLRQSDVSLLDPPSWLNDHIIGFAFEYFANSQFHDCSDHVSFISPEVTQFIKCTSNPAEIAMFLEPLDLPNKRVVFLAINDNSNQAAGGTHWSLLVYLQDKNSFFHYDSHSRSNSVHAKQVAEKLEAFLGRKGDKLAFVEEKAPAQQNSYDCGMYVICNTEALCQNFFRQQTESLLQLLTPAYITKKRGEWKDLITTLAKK
# UBC13 polyUb – blocks human UBC13 polyubiquitin chain formation | hit rate 0.47% among 330,000 | TR-FRET | inhibition, % at 20 µM | P61088; in the data active = inhibition above about 45%, passing the limit was not always enough
# Target sequence (P61088 whole entry, looked up): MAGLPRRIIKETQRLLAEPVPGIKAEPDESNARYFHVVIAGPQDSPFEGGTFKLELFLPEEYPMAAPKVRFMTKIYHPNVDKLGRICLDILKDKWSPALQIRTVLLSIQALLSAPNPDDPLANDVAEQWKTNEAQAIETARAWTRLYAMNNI
# SENP7 inh – inhibitors of human SENP7 protease; hit rate 1.5% among 330,000; inhibition, % at 5 µM; recombinant SENP7, Z-RLRGG-aminoluciferin luminescence, 40 min;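 active = inhibition above about 50% at the single test dose, limit read from the data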;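 note: plate controls were DMSO with enzyme for no effect and no enzyme buffer wells for full effect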
# Target sequence (Q9BQF6 706-1050 limits assumed): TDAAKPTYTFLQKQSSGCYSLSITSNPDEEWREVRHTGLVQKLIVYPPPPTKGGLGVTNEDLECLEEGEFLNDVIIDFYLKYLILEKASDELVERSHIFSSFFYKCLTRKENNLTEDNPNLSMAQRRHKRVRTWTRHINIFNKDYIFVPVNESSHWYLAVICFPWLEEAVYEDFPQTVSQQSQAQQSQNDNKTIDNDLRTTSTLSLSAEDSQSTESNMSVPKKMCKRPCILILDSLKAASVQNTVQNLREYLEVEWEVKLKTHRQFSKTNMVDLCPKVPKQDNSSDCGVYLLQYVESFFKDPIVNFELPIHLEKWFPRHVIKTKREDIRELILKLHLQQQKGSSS
# SENP1 inh – blocks the human SENP1 SUMO protease catalytic domain; recombinant SENP1 catalytic domain, CyPet-SUMO1-YPet FRET cleavage; inhibition, % at 10 µM; hit rate 0.21% among 360,000; AID 624204;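 active = inhibition at least 30% at 10 µM, raw YFP signal under a set limit, fluorescence ratio 0.5 to 1.5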;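 note: 0% = enzyme with DMSO and 100% = no enzyme wells; some results filed as inactive read as strong as hits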
#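 Assay system: hSENP1 catalytic domain, recombinant. Amount: SENP1 enzyme, 20 pM final. Schedule: 50 min reaction, RT, dark. Technique: FRET, CFP and YFP emission. Control set: no-enzyme wells low, DMSO-plus-enzyme wells high control.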
# Apaf-1 inh – inhibitors of human Apaf-1 apoptosome | O14727 | inhibition, % at 20 µM | AID 489030 | reconstituted apoptosome caspase-3 activity, DEVD-Rh110 fluorescence | hit rate 0.71% among 330,000; active = inhibition of at least 40% at 20 µM;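 note: plate controls were DMSO wells for no effect and DEVD-CHO caspase inhibitor wells for full effect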
#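 Material: reconstituted apoptosome with Apaf-1, cytochrome c, caspase-9, procaspase-3, dATP / Buffer or medium: pH 7.5 Hepes buffer with CHAPS, BSA, DTT / Also added: cytochrome c with DEVD-Rh110 / Schedule: compound with Apaf-1, dATP, procaspase-3 30 min, then 50 min reaction, room temperature / Technique: rhodamine 110 fluorescence at Ex 480/Em 540 nm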
# SENP8 block-2 – SENP8 protease inhibition | purified SENP8, Z-RLRGG-aminoluciferin cleavage, luminescence | Q96LD8 | AID 2540 | inhibition, % at 10 µM | hit rate 1.2% among 330,000; in the data active = inhibition above about 50%
# SENP6 block – SENP6 protease inhibition; Recombinant SENP6 catalytic domain, aminoluciferin luminescence; inhibition, % at 10 µM; hit rate 1.8% among 330,000; AID 2599;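 active = inhibition above about 50% at the single tested dose, limit read from the data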;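 note: plate controls were DMSO wells with enzyme for no effect and DMSO wells lacking enzyme for full effect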
# Numbers without * were called inactive; . = not tested or not shown.
# Every second line gives: APOBEC3G inh, SENP8 block-1, UBC13 polyUb, SENP7 inh, SENP1 inh, Apaf-1 inh, SENP8 block-2, SENP6 block
> C=C1CN(Cc2ccccc2)S(=O)(=O)c2ccccc21
    -12, 31, 8, 0, 1, 0, 3, -13
> CCNc1nc(NCC)nc(N/N=C/c2ccc(Br)cc2)n1
    -11, 4, -6, -9, 0, 17, -7, -13
> CCOC(=O)c1sc(/S(C)=N\S(=O)(=O)c2cccc(Cl)c2)c2c1CCC=C2 (stereo unspecified)
    -7, 5, 4, -6, 0, -15, -4, -3
> Cc1ccc(-n2nnnc2SCC(=O)c2c(N)n(C3CC3)c(=O)[nH]c2=O)c(C)c1
    -9, 6, -6, 5, -1, -2, 4, -10
> COCCNC(=S)Nc1ccc(N2CCCCC2)cc1
    40, 22, 3, 1, 1, -8, -2, -2
> CN(C1CCCCC1)S(=O)(=O)c1ccc(SCC(=O)C(C)(C)C)nc1
    -3, 11, -6, -8, 2, 16, -11, -8
> COCC1CCCN(Cc2cn[nH]c2-c2cc3ccccc3o2)C1 (stereo unspecified)
    1, 10, -4, -8, 2, 4, -4, -13
> S=c1[nH]nc(-c2cc(-c3ccccc3)n[nH]2)n1/N=C/C=C/c1ccco1
    51, 0, -7, 6, -12, 8, 4, -15
> CCOc1ccc2[nH]c3c(NCCOC)ncnc3c2c1
    -2, -284, 13, 1, -4, 4, 0, -11
> Cc1cc(C)c2nc(N)sc2c1
    -7, 37, 13, -2, 0, -1, -8, -21
> CN(C)CCCNC(=O)C[C@H]1C[C@H](C(=O)N2CCCCC2)[C@@]2(C)c3[nH]c4cc(-c5ccco5)ccc4c3CCN2C1=O
    3, -382, ., 9, 0, 42*, ., .
> Cc1ccc(-c2nonc2NC(=O)c2ccco2)cc1
    -4, -4, 0, -16, 2, 5, -13, -17
> O=C(c1ccco1)N1CCN(C(=O)c2cc3ccccc3oc2=O)CC1
    -3, -13, -2, 12, -1, -1, -9, -4
> COc1ccc(/C=N/NC(=O)c2sccc2OCc2ccc(F)cc2)cc1OC
    -5, -409, 7, 3, 1, 9, 10, 4
> NNC(=O)CCC(=O)Nc1ccccc1
    -5, 9, -2, -2, 4, -5, -10, -10
> O=C(Nc1nc2ccccc2s1)c1cnccn1
    -7, 10, -6, 8, 1, -14, 93*, 97*
> COc1ccc(F)cc1C(=O)C1CCCN(Cc2cccn2-c2cccnc2)C1 (stereo unspecified)
    -7, -1, 5, 2, -1, 8, -7, -10
> CN(C)CCNC(=O)C(=O)Nc1ccc2c(c1)N(S(=O)(=O)c1cccs1)CCC2
    -5, 9, 4, 8, 0, 9, -3, -20
> COC(=O)c1cc2sccc2n1CC(=O)Nc1cccc(SC)c1
    1, 2, 1, 0, -1, 3, -6, -11
> CCNC(=O)n1cc(-n2cncn2)c(-c2ccc(Cl)cc2)n1
    -8, 13, -14, 4, 1, -7, -8, 11
> NC(=O)N1c2ccccc2CC(=O)c2ccccc21
    -6, 28, -29, 0, 13, 18, 15, 35
> CC(C)(C)c1ccc(C(=O)CSc2n[nH]c(=O)[nH]c2=O)cc1
    -5, 20, 0, -1, 2, -3, 6, 6
> N/C(=N\NC(=O)Nc1ccccc1)c1ccccn1
    -4, 32, -10, -8, 3, -8, -8, -17
> COc1ccccc1CN(Cc1cccnc1)S(=O)(=O)c1ccc(-n2cnnn2)c(OC)c1
    -12, 10, 7, 6, -6, 1, 3, 10
> C=CCN(C(=O)c1csnn1)C(C(=O)NC1CCCCC1)c1ccccc1F (stereo unspecified)
    3, 6, -1, 7, 1, 3, 0, -15
> c1ccc(-c2nn3cnnc3c3ccccc23)cc1
    -5, 14, -1, -9, 0, 14, -7, -4
> CC(C)(C)C(=O)OCc1nc(-c2ccc(F)cc2)cs1
    -2, 16, -2, 45, 2, 10, 24, 52*
> CCOc1cc(NC(=O)CC(C)C)c(OCC)cc1NC(=O)CCn1nnc2ccccc21
    -7, 7, 6, 3, -4, 7, -5, 0
> COc1ccccc1OCCSc1nc2ccccc2n1CC(N)=O
    -7, 11, 2, 1, -1, 1, -4, 1
> COCCn1c(N)c(NCc2ccccc2)c(=O)n(CC(=O)Nc2cc(C)ccc2C)c1=O
    -8, 15, 11, 4, -4, 0, 3, 13
> CCn1c(N2CCN(S(=O)(=O)c3ccccc3)CC2)nc2ccccc21
    -10, -3, 0, 5, -2, -5, -4, 14
> COc1ccc(CCNC(=O)c2ccccc2OCc2ccccc2)cc1
    -1, 9, 6, -1, 2, 13, -9, -5
> COCCn1c(SCC(=O)N(C)c2c(N)n(Cc3ccccc3)c(=O)[nH]c2=O)nnc1-c1cccc(C)c1
    -4, 0, 3, -2, 0, 5, -1, -21
> CCOCCCNC(=O)c1ccc(N(C)S(=O)(=O)c2ccc(OC)cc2)cc1
    0, 14, -11, 4, -1, -9, 2, -1
> CCCN(CC1CC1)S(=O)(=O)c1ccc(-n2cnnn2)c(OC)c1
    -3, -147, -5, 8, 2, 2, 5, 9
> CC(=O)c1ccc(NC(=O)CSc2nnc3ccc(-c4ccccn4)nn23)cc1
    -2, -64, 15, 1, 2, 5, 0, -18
> O=S1(=O)N=C2CCCN2C(c2ccc(F)cc2)N1 (stereo unspecified)
    -2, 14, -4, -4, 3, -1, -8, -1
> Cc1ccc(S(=O)(=O)N2CCOCC2)cc1NC(=O)CSc1ncccn1
    -11, 6, 2, -2, 1, -2, 5, -1
> Cn1cc(S(=O)(=O)CC(=O)Nc2ccc3c(c2)OCO3)c2ccccc21
    -6, 11, 0, -3, -3, -17, 10, 19
> COc1cc2c(c(OC)c1OC)-c1ccc(N(C)CC(OC)OC)c(=O)cc1[C@@H](NC(C)=O)CC2
    -5, 11, -3, 5, 0, 1, 2, -10
> C/C(=N/NC(=O)CNC(=O)c1cccs1)c1ccc(Cl)cc1
    -6, -6, -7, -14, 2, 20, -7, -18
> Nc1ccc(N=Nc2ccccc2)c(N)n1
    -1, 36*, -29, 4, 2, -5, 15, 22
> CCCCCOC(=O)CC(C(=O)OCCCCC)N1CCCCC1 (stereo unspecified)
    -1, 21, 2, -6, 2, 19, -4, 8
> COc1ccc(N/N=C(\C#N)C(N)=O)cc1
    -4, 10, 8, 0, 2, -12, -10, 1
> Cc1cc(Nc2ccc(C)c(Cl)c2)nc(N2CCOCC2)n1
    -1, -13, 11, 3, -5, 4, -7, -1
> CCCCNC(=O)c1cc2cc(OC)ccc2[nH]1
    -6, -334, 10, 1, -2, 2, -14, -20
> COc1cccc(N2CCN(C(=O)c3ccc(CS(=O)Cc4ccc(C)cc4)o3)CC2)c1 (stereo unspecified)
    -3, 10, -7, -4, 2, 10, 5, 9
> Cc1cnc(NC(=O)CN(C)S(=O)(=O)c2ccc(Cl)cc2)s1
    -3, 18, 4, -7, -1, -3, 0, -12
> Cc1ccn(C(=O)c2ccc(NC(=O)C3CCCCC3)cc2)n1
    0, -13, -2, 5, 3, 14, 5, 4
> CCOc1ccc(CCNC(=O)CCC(=O)N2CCSc3ccccc32)cc1OCC
    -5, 4, -2, -5, 2, 3, -4, 0

# (next part)
# Every second line gives: APOBEC3G inh, SENP8 block-1, UBC13 polyUb, SENP7 inh, SENP1 inh, Apaf-1 inh, SENP8 block-2, SENP6 block
> Cc1c(-c2cccs2)[n+](=O)c2c(n1[O-])CCC2
    -7, 11, -17, -13, 1, 14, -4, -22
> CCCCc1nnc(NC(=O)CCS(=O)(=O)Cc2ccccc2)s1
    -3, 9, -7, -3, 0, 8, 10, -10
> CCOc1ccc(NC(=O)c2cccs2)c([N+](=O)[O-])c1
    -1, 35, -32, 2, 17, -4, -1, -11
> CC1Cc2ccccc2N1C(=O)COC(=O)Cn1cnc2ccccc2c1=O (stereo unspecified)
    -3, -3, 3, -1, -2, 3, -2, -10
> Cc1ccc(Nc2cc(C)nc3ccc(C)cc23)cc1
    -3, -67, -5, -7, -4, 14, -8, -3
> CC(C)OCCCNC(=O)C(=O)NCCCOC(C)C
    4, 12, -6, 6, 1, -7, -3, -8
> CCOC(=O)c1ccc(N2C(=O)C(O)=C(C(C)=O)C2c2ccc(O)c(OC)c2)cc1 (stereo unspecified)
    -2, -1, -5, 5, -3, -3, 0, -7
> Cc1cc(/C=N/n2cnnc2)c(C)n1-c1ccc(OCc2ccc(Cl)cc2)cc1
    -5, -24, 10, -3, -1, 37, 2, -4
> Cn1nc(C(C)(C)C)cc1C(=O)NN1CCOCC1
    0, 7, -9, 2, 4, 5, 10, -2
> O=C(NNC(=S)Nc1ccc(F)cc1)C1CC1c1ccc(Cl)cc1 (stereo unspecified)
    -2, 19, -17, 0, -1, 3, -5, -2
> CS(=O)(=O)c1ccccc1C(=O)N1CCN(Cc2ccccc2)CC1
    -6, 16, -8, -15, -2, 7, -8, -14
> CCc1ccc(C(=O)/C=C/c2cnn(C)c2C)s1
    -10, -131, -2, 13, -19, -3, -16, 54*

# High-throughput results (PubChem)
